Assay outcomes from PubChem.
dFosB activator – enhances mouse delta FosB homodimer DNA binding. P13346. purified delta FosB, TAMRA-CDK5 oligo fluorescence polarization; percent of positive-control signal above neutral wells. activation, % at 25 µM. 340,000 tested, 0.99% active. AID 493131;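 active = mean activation above about 17%, with every replicate also reaching it, limit read from the data, passing the limit was not always enough; inconclusive = only one of the two conditions met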;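 note: fluorescence polarization rise as delta FosB binds a TAMRA Cdk5 AP-1 oligo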
Target sequence (P13346 whole entry, looked up): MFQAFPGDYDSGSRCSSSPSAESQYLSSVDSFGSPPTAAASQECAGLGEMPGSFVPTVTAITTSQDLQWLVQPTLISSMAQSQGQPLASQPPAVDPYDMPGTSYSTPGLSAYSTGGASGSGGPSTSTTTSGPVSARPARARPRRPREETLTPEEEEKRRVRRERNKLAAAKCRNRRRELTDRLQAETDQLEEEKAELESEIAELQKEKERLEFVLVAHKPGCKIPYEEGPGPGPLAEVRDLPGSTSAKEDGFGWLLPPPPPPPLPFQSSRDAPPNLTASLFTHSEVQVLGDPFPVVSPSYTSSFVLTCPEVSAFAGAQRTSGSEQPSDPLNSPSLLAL
HTR5A ag ctr – activates human HTR5A in OPRM1-OPRD1 agonist counter-screen; activation, % at 9.3 µM; HTR5A agonist assay, luminescence, cell-based; P47898; 340,000 tested, 0.61% active; in the data active = activation mostly above about 9.5%, no sharp cut-off; inactive = mostly below about 7.6%;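 note: 0% = cells with vehicle only and 100% = reference agonist; strong numbers were not always called active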
Target sequence (P47898 whole entry, looked up): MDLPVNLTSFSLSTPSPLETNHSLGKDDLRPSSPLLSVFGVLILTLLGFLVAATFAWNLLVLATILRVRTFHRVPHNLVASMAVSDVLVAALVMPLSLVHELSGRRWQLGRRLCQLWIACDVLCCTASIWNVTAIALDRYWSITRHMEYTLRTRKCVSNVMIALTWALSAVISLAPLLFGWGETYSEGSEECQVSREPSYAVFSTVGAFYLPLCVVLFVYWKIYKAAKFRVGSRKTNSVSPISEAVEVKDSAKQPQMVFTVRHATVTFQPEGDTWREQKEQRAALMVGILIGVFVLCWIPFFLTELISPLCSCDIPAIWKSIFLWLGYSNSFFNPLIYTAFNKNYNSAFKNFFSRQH
SR-BI DiI inh – blocks mouse SR-BI lipid uptake from DiI-HDL. Q61009. inhibition, % at 12.5 µM. 320,000 tested, 0.96% active. ldlA[mSR-BI] CHO cells, DiI-HDL uptake fluorescence, 3 h;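 active = mean replicate inhibition of at least 70% and a set share of replicates each scoring 70 or more; inconclusive = meets just one of the two criteria; inactive = fails both criteria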;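 note: 0% = median of neutral control wells and 100% = median of positive control wells; values of inactives mirror those of a sister screen read the other way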
Rtt109 Vps75 – C. albicans Rtt109 histone acetyltransferase inhibition; purified Rtt109/Vps75, ThioGlo CoA-SH fluorescence, 4 h; Q5AAJ8; 330,000 tested, 0.16% active; inhibition, % at 34.9 µM;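 active = inhibition of at least 50% in every replicate; inconclusive = best replicate reaches 50% inhibition but some replicates fall short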
Target sequence (Q5AAJ8 whole entry, looked up): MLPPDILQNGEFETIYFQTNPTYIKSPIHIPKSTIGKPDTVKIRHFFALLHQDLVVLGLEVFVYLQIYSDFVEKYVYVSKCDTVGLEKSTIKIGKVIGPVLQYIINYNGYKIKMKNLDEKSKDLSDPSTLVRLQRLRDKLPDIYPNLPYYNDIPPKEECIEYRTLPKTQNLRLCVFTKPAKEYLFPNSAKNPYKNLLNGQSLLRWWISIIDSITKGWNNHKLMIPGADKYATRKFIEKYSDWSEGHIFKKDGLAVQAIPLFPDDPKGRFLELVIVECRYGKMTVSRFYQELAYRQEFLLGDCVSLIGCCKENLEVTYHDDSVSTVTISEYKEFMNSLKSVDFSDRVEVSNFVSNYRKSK
RTF Ca sens act – cardiac RTF calcium sensitization. P19429+P45379. IANBD-labeled TnC RTF fluorescence at EC20 calcium; 0% EC20 calcium, 100% full calcium. activation, % at 7.2 µM. 340,000 tested, 0.24% active;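 active = activation above the mean over all tested compounds plus 3 SD, cut at about 30% in these data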;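 note: rise in fluorescence read as greater calcium sensitivity of cardiac thin filaments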
MITF TRPM1 HTS – activators of MITF-driven TRPM1 promoter activity in SK-MEL-5 cells. SK-MEL-5 TRPM1-promoter luciferase, 24 h; % of positive control, neutral wells = 0. activation, % at 12.5 µM. 300,000 tested, 0.75% active. AID 588334;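 active = mean activation of at least 80% with every replicate also reaching 80%; inconclusive = mean reaches 80% but some replicate falls short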;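 note: 0% = neutral control wells and 100% = parthenolide positive control wells; values of inactives mirror those of a sister screen read the other way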
CDK5 p35 inh – inhibitors of human CDK5/p35 kinase. Q00535+Q15078. Recombinant CDK5/p35, ADP-Glo luminescence, 60 min. inhibition, % at 10 µM. 330,000 tested, 0.01% active;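 active = highest replicate inhibition of at least 50% and at least 75% of replicates reaching 50%; inconclusive = only one of the two criteria met; inactive = both criteria failed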;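 note: plate controls were DMSO neutral control for no effect and GW8510 at 10 µM for full effect; many of its hits are not listed in these tables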
PvdQ inh – blocks Pseudomonas aeruginosa PvdQ acylase activity. purified PvdQ acylase, fluorescence plate reader. inhibition, % at 10 µM. 340,000 tested, 0.063% active. AID 488965; in the data active = inhibition above about 30%, passing the limit was not always enough; inconclusive = no clear call, values can overlap the other calls;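 note: 0% = vehicle neutral wells and 100% = reference inhibitor wells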
SR-BI uptake up – SR-BI HDL lipid transfer activation; CHO ldlA[mSR-BI] cells, DiI-HDL uptake fluorescence, 3 h; 100 = double the neutral-control signal; activation, % at 12.5 µM; 320,000 tested, 0.096% active; AID 504775;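 active = mean replicate activation of at least 60% and every replicate at or above 60%; inconclusive = mean or all-replicate condition met, but not both; inactive = mean below 60% and not all replicates reaching 60%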;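 note: 0% = median plate neutral-control signal and 100% = twice that signal; values of inactives mirror those of a sister screen read the other way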
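Material: SR-BI-overexpressing, LDLR-lacking CHO cells | Dosing: Single compound concentration, delivered by pin transfer | Probe or stimulus: Labelled HDL, 10 µg/mL | Signal: Bottom-read cell fluorescence after medium removal, ex 550/em 595 nm | Schedule: 3 h, 37 °C | Evaluation: HDL uptake via cellular fluorescence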
Wnt act – Wnt/beta-catenin pathway activation | Wnt/beta-catenin reporter cell assay, activator, plate reader | activation, % at 9.35 µM | 300,000 tested, 1.2% active; in the data active = activation above about 30%, passing the limit was not always enough; inconclusive = no clear call, values can overlap the other calls;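 note: 0% = neutral control wells and 100% = positive control wells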
Active calls of the source: *; ? = inconclusive; . = not tested or not shown.

#	smiles	dFosB activator	HTR5A ag ctr	SR-BI DiI inh	Rtt109 Vps75	RTF Ca sens act	MITF TRPM1 HTS	CDK5 p35 inh	PvdQ inh	SR-BI uptake up	Wnt act
1	CSCC[C@H](NC(=O)N1CCn2c1nc1ccccc12)C(=O)N[C@@H](C(=O)O)c1ccccc1	-8	.	-9	8	4	.	-0.3	6	9	-2
2	CCOc1ccc(C(=O)CSc2nnc3ccccn23)cc1	-9	1	1	3	6	78	0.4	-2	-1	.
3	COc1cc(CCC(=O)Nc2c(C(=O)N3CCN(c4ccccc4)CC3)oc3ccccc23)on1	-10	2	11	10	-5	7	0.4	11	-11	-3
4	O=C(NCc1ccccc1)C1=C[C@H](C2CC2)C[C@H](OCc2ccc(CO)cc2)O1	-2	0	3	-9	16	7	-1.7	-4	-3	-3
5	COc1ccc(S(=O)(=O)Nc2ccccc2OC)cc1NC(=O)Cc1cccs1	-3	1	7	3	-4	-14	-2.5	3	-7	-2
6	O/N=C/c1cc(Cl)ccc1OCc1ccccc1Cl	-1	7	1	6	-3	-4	0.1	-7	-1	1
7	CCOC(=O)C1=CC[C@@H](c2ccccc2Cl)N(S(=O)(=O)c2ccc(C)cc2)[C@H]1C(=O)OCC	-2	0	5	9	-5	-7	0.5	-14	-5	-4
8	CCN(CC)C(=O)c1[nH]cnc1C(=O)Nc1cccc(C)c1	3	0	-9	5	-6	-3	-2.6	6	9	-1
9	COc1ccc(/C=N/NC(=O)C(C)n2cnc3ccccc3c2=O)cc1OC (stereo unspecified)	-4	5	-9	1	6	1	0.2	-10	9	-2
10	COc1cc2c(cc1NC(=O)CSc1cccc[n+]1[O-])oc1ccccc12	5	-3	55	-5	-2	8	-3.7	1	-55	.
11	Nc1nc(-c2ccccc2Br)cs1	-10	7	15	-1	-14	20	0.7	18	-15	.
12	COc1cc2c(cc1OC)-c1cc(NC3CCCCCC3)nc(=O)n1CC2	-6	-7	10	17	-6	21	0.7	18	1	0
13	CCCCNC(=O)COCc1cc(-c2ccc3c(c2)OCO3)on1	-7	-1	8	-1	-1	11	-2.0	-19	-8	1
14	CC(C)c1ccc(S(=O)(=O)Nc2ccc(O)c(Sc3ncn[nH]3)c2)cc1	-12	7	-10	0	-1	-10	1.3	-32	10	-3
15	CCOC(=O)CC(=O)CSc1nc2ccccc2c(=O)n1-c1ccc(C(=O)NCCOC)cc1	-5	8	19	9	6	-19	1.0	6	-19	-9
16	COc1ccc(-c2[nH]ncc2CN(C)C(C)c2ccon2)cc1F (stereo unspecified)	-3	-2	-8	9	-3	-8	2.1	-3	8	-5
17	CC(=O)c1ccc(OCC(=O)c2ccc(-c3ccccc3)cc2)cc1	3	-3	2	-2	3	-4	1.3	-5	-2	.
18	CC(=O)Nc1ccccc1NC(=O)C/C(C)=N/NC(=O)c1ccncc1	-5	0	-18	.	-3	1	-0.1	1	18	.
19	Cc1cc(OCCN2CCOCC2)ccc1[N+](=O)[O-]	1	-1	-17	23	-6	35	0.3	16	17	.
20	CCOC(=O)/C(N=Nc1ccc(F)cc1)=C(/O)c1ccc([N+](=O)[O-])cc1	13	-1	17	-1	-4	-15	-0.3	3	-17	.

From compound 11 up to 18, as listed above:
#	smiles	dFosB activator	HTR5A ag ctr	SR-BI DiI inh	Rtt109 Vps75	RTF Ca sens act	MITF TRPM1 HTS	CDK5 p35 inh	PvdQ inh	SR-BI uptake up	Wnt act
11	Nc1nc(-c2ccccc2Br)cs1	-10	7	15	-1	-14	20	0.7	18	-15	.
12	COc1cc2c(cc1OC)-c1cc(NC3CCCCCC3)nc(=O)n1CC2	-6	-7	10	17	-6	21	0.7	18	1	0
13	CCCCNC(=O)COCc1cc(-c2ccc3c(c2)OCO3)on1	-7	-1	8	-1	-1	11	-2.0	-19	-8	1
14	CC(C)c1ccc(S(=O)(=O)Nc2ccc(O)c(Sc3ncn[nH]3)c2)cc1	-12	7	-10	0	-1	-10	1.3	-32	10	-3
15	CCOC(=O)CC(=O)CSc1nc2ccccc2c(=O)n1-c1ccc(C(=O)NCCOC)cc1	-5	8	19	9	6	-19	1.0	6	-19	-9
16	COc1ccc(-c2[nH]ncc2CN(C)C(C)c2ccon2)cc1F (stereo unspecified)	-3	-2	-8	9	-3	-8	2.1	-3	8	-5
17	CC(=O)c1ccc(OCC(=O)c2ccc(-c3ccccc3)cc2)cc1	3	-3	2	-2	3	-4	1.3	-5	-2	.
18	CC(=O)Nc1ccccc1NC(=O)C/C(C)=N/NC(=O)c1ccncc1	-5	0	-18	.	-3	1	-0.1	1	18	.

The list goes on.
#	smiles	dFosB activator	HTR5A ag ctr	SR-BI DiI inh	Rtt109 Vps75	RTF Ca sens act	MITF TRPM1 HTS	CDK5 p35 inh	PvdQ inh	SR-BI uptake up	Wnt act
21	O=C(NCCc1ccc(Cl)cc1Cl)c1cc([N+](=O)[O-])c[nH]c1=O	3	4	-21	2	4	-4	1.7	-2	21	-2
22	Cc1cccc(/C=N/NC(=O)c2c(-c3ccccc3)noc2C)c1O	-12	2	102*	4	4	-45	1.1	0	-102	-4
23	Cc1c(C(=O)Nc2ccccc2)oc2c1C(=O)CC(C)(C)C2	-8	-3	34	4	-3	33	0.3	-14	-34	.
24	c1ccc(-n2nnnc2SCc2cccc3nsnc23)cc1	2	4	0	2	-2	11	-0.1	4	0	-4
25	O=C(NN1CCOCC1)c1cccc(F)c1	-4	0	-18	-3	0	.	-0.6	-9	18	-2
26	O=C1OC(N2C(=O)CC[C@H]2C(=O)Nc2cccc(F)c2)c2ccccc21 (stereo partly specified)	-1	-1	5	8	5	-1	-1.7	-11	-5	-1
27	CCn1c(NC(=O)c2cccs2)nc2ccccc21	-4	4	.	-6	2	.	-1.7	-13	.	.
28	Cc1ccc(OCC(O)Cn2c(=N)n(Cc3ccccc3)c3ccccc32)cc1 (stereo unspecified)	-1	12*	14	1	-3	-37	-9.6	-27	-14	.
29	COc1ccc(-n2c(Cc3cc(=O)[nH]c(=O)[nH]3)nnc2SCC(=O)NC2CCCC2)cc1	-7	-2	-16	6	5	0	0.3	-16	16	-1
30	O=C(N/N=C/C=C\c1ccccc1[N+](=O)[O-])c1cccnc1	-3	-4	13	-15	10	-9	-1.8	-10	-13	0

Random excerpt: 2 records from the list, in no set order.
#	smiles	dFosB activator	HTR5A ag ctr	SR-BI DiI inh	Rtt109 Vps75	RTF Ca sens act	MITF TRPM1 HTS	CDK5 p35 inh	PvdQ inh	SR-BI uptake up	Wnt act
27	CCn1c(NC(=O)c2cccs2)nc2ccccc21	-4	4	.	-6	2	.	-1.7	-13	.	.
23	Cc1c(C(=O)Nc2ccccc2)oc2c1C(=O)CC(C)(C)C2	-8	-3	34	4	-3	33	0.3	-14	-34	.

The listing continues.
#	smiles	dFosB activator	HTR5A ag ctr	SR-BI DiI inh	Rtt109 Vps75	RTF Ca sens act	MITF TRPM1 HTS	CDK5 p35 inh	PvdQ inh	SR-BI uptake up	Wnt act
31	O=C(O)/C=C/C(=O)NNC(=O)c1ccc(Br)cc1	-7	0	0	-18	-6	-5	0.2	-17	0	-1
32	Cc1ccc2c(C)c(C(=O)N3CCC(N4CCC(C(=O)NC5CC5)CC4)CC3)oc2c1	-15	-4	.	1	-3	-6	-5.3	14	.	0
33	COCCNC(=O)c1ccccc1NC(=O)CN(c1ccc2c(c1)OCO2)S(C)(=O)=O	-3	-1	-33	5	-2	6	1.5	9	33	.
34	CC(=O)N1c2ccccc2C(=O)C1N1CCCCC1 (stereo unspecified)	-3	-1	.	5	1	-17	1.6	3	.	.
35	CC(=O)c1cc2c(cc1NS(=O)(=O)c1ccccc1F)OCO2	-1	-1	-5	5	16	7	-8.0	-6	5	-1
36	Cc1ccc(C2=CC(c3ccc(N(C)C)cc3)n3nnnc3N2)cc1 (stereo unspecified)	-1	7	11	-5	1	3	-0.2	-12	-11	0
37	COC(=O)C1C(=O)c2c([nH]c(C(=O)OCC3CCCO3)c2C)CC1C (stereo unspecified)	2	3	22	-10	1	?	1.2	6	-22	17
38	CCc1ccccc1OCC(=O)Nc1ccc(N2CCCC2)cc1C	?	0	69	-7	-15	-1	-0.4	-18	-69	-3
39	O=S(=O)(c1cc(Cl)ccc1Cl)N1CCc2ccccc21	-1	0	30	6	-1	.	-3.1	-10	-30	-1
40	Cc1cccc(Nc2nnc(SCC(=O)c3ccc(Br)s3)s2)c1C	-7	5	3	6	5	-15	1.0	-6	-3	-2
41	CSc1nnc(SCC(=O)Nc2ccc3[nH]c(=O)[nH]c3c2)s1	4	-3	-1	6	-2	0	1.1	5	1	-1
42	Cc1cc(C)c(C)c(S(=O)(=O)NC2CCN(Cc3ccccc3)CC2)c1C	-11	4	-14	8	-1	11	-4.1	-10	14	-3
43	CCc1cc(=O)oc2c(C)c(OCC(=O)N3CCC[C@@H]3C(=O)O)ccc12	-1	-2	-7	2	-2	.	2.2	2	7	0
44	O=C(c1ccc(Br)cc1)C1CCc2occc2C1=O (stereo unspecified)	-5	0	-11	0	5	9	2.2	3	11	.
45	COC(=O)/C(=C\Nc1ccc(OC)cc1)NC(=O)c1ccc(Cl)cc1Cl	3	1	26	3	-1	1	-0.9	-10	-26	0
46	Cc1nnc(SCc2cnc(-c3ccccc3)o2)[nH]c1=O	-6	-2	.	-2	9	0	-0.3	-7	.	-4
47	O=C(Cc1ccccc1)Nc1ccccc1C(=O)N1CCCCCC1	-1	-2	3	-1	2	-4	-2.1	-12	-3	2
48	Cc1nc2ccccc2c(=O)n1NC(=O)c1ccco1	-2	7	1	1	3	.	-0.6	-4	-1	.
49	COc1ccc(CNS(=O)(=O)c2ccc(-c3ccc(=O)[nH]n3)o2)cc1	-1	3	-1	-2	-4	11	2.8	-15	1	-1
50	Cc1onc(-c2ccccc2Cl)c1C(=O)NC(=S)Nc1ccc(C(C)(C)C)cc1	-7	-7	9	7	-2	-11	-1.3	-8	-9	-1
51	CC(C)(C)c1cc(NCc2ccccn2)n2ncc(-c3ccc(Cl)cc3)c2n1	-13	-3	38	-3	29	.	0.8	-22	-38	-3
52	CCOC(=O)C1(CCCc2ccccc2)CCN(C(=O)c2cnc(C)cn2)CC1	0	2	3	.	-3	1	0.0	14	-3	-10
53	Cc1cccc(NC(=O)COC(=O)C2C3CC4OC(=O)C2C4C3)c1C (stereo unspecified)	-1	2	.	9	-4	6	0.2	9	.	-1
54	CC(OC(=O)CCOc1ccccc1)C(=O)NC1CC1 (stereo unspecified)	5	-3	-29	0	-13	-2	-0.1	-5	29	-3
55	COc1ccc(NC(=S)N2CCN(C(=O)C3CCCO3)CC2)c(OC)c1 (stereo unspecified)	-2	0	-27	24	1	-4	-1.6	-3	27	-1
56	CC1(C)CC(=O)C(C(C2=C(O)CC(C)(C)CC2=O)c2ccco2)C(=O)C1 (stereo unspecified)	-1	2	-23	19	8	.	-1.3	-11	23	.
57	O=C(CCCC1=NS(=O)(=O)c2ccccc2N1)N1CCN(c2ccc([N+](=O)[O-])cc2)CC1	-5	-5	-2	0	4	11	-1.8	3	2	-1
